KKLEB tox – cytotoxicity in KKLEB CF airway cells, primary screen, cytotoxicity control for CF NF-kB inhibitor project, cell-based, uHTS, fluorescence assay plates; activity change (cytotoxicity), % at 5 µM; hit rate 0.36% among 360,000; KKLEB CF airway cells viability, ATPlite luminescence, overnight; stronger effect = lower value; cells stimulated with P. aeruginosa culture filtrate; AID 602141, 2011;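 active = corrected activity change at or below -50% at 5 µM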
C8 TRAIL sens – viability loss with TRAIL in NB7+C8 cells, primary screen, TRAIL sensitizer project, cell-based, ATPlite luminescence; inhibition (viability loss, TRAIL sensitization), % at 10 µM; hit rate 1% among 360,000; AID 624354, 2012;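 active = compounds causing at least 50% loss of cell viability in the single-dose screen, relative to plate controls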
TROY signal inh – inhibitors of TROY-driven NF-kB signaling, primary screen, Q293 LMP1-TROYcd cells, NF-kB luciferase, uHTS | inhibition, % at 10 µM | hit rate 0.98% among 360,000 | Q293 LMP1-TROYcd NF-kB luciferase reporter, 4 h | AID 1347056, 2019;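 active = compounds whose plate-normalised and pattern-corrected inhibition of the luciferase reporter signal at the single screening dose is 50% or more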
NR2E3 ag-1 – inhibitors of NR2E3-RetCOR corepressor binding, primary screen, NR2E3 agonist project, biochemical, TR-FRET, GST-NR2E3, biotin-RetCOR; AID 2300, 2010; 1536-well; inhibition of corepressor binding, % at 4.78 µM; hit rate 0.12% among 320,000;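 active = percent inhibition above the cutoff of mean plus 3 SD of all tested compounds, set per screening campaign, cut at about 20% in these data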;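 note: 0% = DMSO wells and 100% = biotin wells as full block of FRET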
Target sequence (Q9Y5X4 whole entry, looked up): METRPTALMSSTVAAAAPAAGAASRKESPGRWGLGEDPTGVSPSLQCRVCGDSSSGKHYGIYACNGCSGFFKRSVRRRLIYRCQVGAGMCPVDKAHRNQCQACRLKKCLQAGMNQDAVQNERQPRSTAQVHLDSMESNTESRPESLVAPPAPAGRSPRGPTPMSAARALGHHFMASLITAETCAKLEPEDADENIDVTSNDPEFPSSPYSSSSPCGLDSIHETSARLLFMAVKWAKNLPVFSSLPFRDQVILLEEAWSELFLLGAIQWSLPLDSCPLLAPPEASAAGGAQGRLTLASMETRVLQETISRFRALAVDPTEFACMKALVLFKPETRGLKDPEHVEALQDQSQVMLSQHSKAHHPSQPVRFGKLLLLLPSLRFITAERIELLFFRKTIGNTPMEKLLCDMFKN
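Material: NR2E3–RetCOR corepressor complex | Quantity: 1.35 nM GST-tagged NR2E3 final | Schedule: 5 h at 4 °C | Replication: Singlicate compound wells | Reagent: RetCOR corepressor, biotinylated, 7 nM | Controls: Biotin wells as high control, 0.6% DMSO wells as low control | Signal: TR-FRET, Eu(K)-anti-GST donor, streptavidin-D2 acceptor, ex 340, em 617/671 nm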
TWEAK Fn14 block – inhibitors of TWEAK-Fn14 signaling, primary screen, luciferase reporter cells, uHTS | inhibition, % at 10 µM | hit rate 2% among 360,000 | TWEAK-stimulated Fn14 reporter cells, luciferase luminescence, 8 h; in the data active = inhibition above about 50%
CF NFkB block – inhibitors of PAF-induced NF-kB signaling, primary screen, cell-based, GFP fluorescence, uHTS; inhibition, % at 5 µM; AID 588850, 2011; hit rate 0.86% among 360,000; KKLEB NF-kB-GFP reporter, GFP fluorescence overnight;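 active = at least 50% inhibition at 5 µM, scaled per plate between neutral and stimulator controls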;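 note: PAF is a Pseudomonas aeruginosa culture filtrate used as stimulus; plate controls were PAF-stimulated DMSO wells for no effect and unstimulated DMSO wells for full effect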
NR2E3 ag-2 – NR2E3 agonists in two-hybrid cells, primary screen, cell-based, luminescence, CHO-S, Gal4-NCOR/VP16-NR2E3 | Photoreceptor-specific nuclear receptor (Homo sapiens), Q9Y5X4 | luciferase | inhibition of corepressor binding, % at 3.98 µM | hit rate 0.35% among 360,000 | AID 602229, 2012;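 active = inhibition above the mean of all tested compounds plus 3 SD, cut at about 70% in these data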;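 note: 0% = DMSO with NR2E3 transfected cells and 100% = cells lacking NR2E3 construct; higher means lower luciferase signal from less NR2E3 corepressor binding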
Shn3 inh set2 – reduction of Shn3 3'UTR firefly luciferase signal, primary screen, Schnurri-3 inhibitor project, cell-based, Clone20 osteoblasts, set 2; Clone20 osteoblast Shn3 3'UTR firefly luciferase, 24 h; inhibition, % at 12.5 µM; hit rate 0.52% among 360,000;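 active = mean inhibition of at least 75% with every replicate also reaching 75%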;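 note: 0% = median of neutral control wells and 100% = pilot-screen positive control compound; some compounds past the cut are filed as inactive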
Peg3 prom inh – Peg3 promoter-driven luciferase inhibitors, primary screen, cell-based, HeLa, luciferase luminescence | HeLa PEG-Prom luciferase reporter, overnight | inhibition, % at 20 µM | hit rate 1.7% among 360,000 | AID 588405, 2011;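 active = inhibition of at least 50% at 20 µM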
TRPM1 prom inh – inhibitors of MITF-dependent TRPM1 promoter reporter, primary screen, cell-based, SK-MEL-5, single point, luciferase | SK-MEL-5 TRPM1 promoter luciferase, 24 h | inhibition, % at 12.5 µM | hit rate 0.83% among 330,000;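 active = mean inhibition across replicates of 60% or more, whatever share of single replicates reaches that level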; note: values of inactives mirror those of a sister screen read the other way
HIF-2a inh – HIF-2a reporter inhibitors, primary screen, luminescence, 786-0 RCC cells | 786-0 RCC cells HIF-2a reporter, luciferase luminescence, overnight | inhibition, % at 18.8 µM | hit rate 0.72% among 360,000 | AID 624352, 2012;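 active = inhibition of the luminescence signal of 40% or more relative to plate controls, in a single-dose primary screen at 18.75 µM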
Numbers without * were called inactive; x = no result given.

Structure,KKLEB tox,C8 TRAIL sens,TROY signal inh,NR2E3 ag-1,TWEAK Fn14 block,CF NFkB block,NR2E3 ag-2,Shn3 inh set2,Peg3 prom inh,TRPM1 prom inh,HIF-2a inh
N#CC1(NC(=O)Cn2cc(C(F)(F)F)cc(Cl)c2=O)CCCCC1,17,-12,-20,2,3,-20,9,5,10,11,12
COc1ccc(N2CCN(S(=O)(=O)c3ccc4c(c3)N(C(C)=O)CCO4)CC2)cc1,-1,9,-14,0,21,5,5,5,5,12,16
COCc1[nH]c(=S)[nH]c(=O)c1C,-2,19,-11,-1,11,-10,-5,-18,9,-1,16
CCNC(=O)Oc1ccc[nH]c1=O,2,-15,10,3,13,-2,-7,2,8,-1,19
COc1cc(C(=O)NCc2ccc3[nH]c(C)cc3c2)cc(OC)c1OC,11,-14,12,1,5,0,-32,-3,19,-7,18
CCc1cccc(NC(=O)C2CCCN(S(=O)(=O)c3cccnc3)C2)c1 (stereo unspecified),-26,-17,-6,0,3,-2,-7,17,31,14,8
CC(C)(C)C(=O)Nc1cc(NC(=O)C(C)(C)C)cc(C(=O)Nc2c[nH]c(=O)[nH]c2=O)c1,7,-3,-26,-2,9,-9,-14,2,-2,x,7
COC(=O)N/N=C\c1ccccc1OC/C=C/c1ccccc1,1,10,-38,x,-19,2,-85,-47,-236,-96,-168
O=C(O)CCC(=O)Nc1sc2c(c1C(=O)NCc1ccccc1)CCCC2,5,-26,11,5,0,-16,-6,5,6,4,16
O=C(CC(=O)Nc1ccc(Cl)cc1)N/N=C\c1cccc(F)c1,-13,1,-11,3,8,-3,-13,-2,12,-4,11
COCCNc1ccc(N2C(=O)C3CCCCC3C2=O)cc1[N+](=O)[O-] (stereo unspecified),-22,1,-6,1,-5,12,16,-2,0,-4,9
Cc1cc(Nc2ccccc2)nc(NCc2ccccc2)n1,-22,21,33,1,4,24,88*,84,8,10,-9
O=C(Nc1ccccc1C(=O)N1CCN(Cc2ccccc2)CC1)c1ccc(F)cc1,9,-12,-4,1,-3,-24,-15,12,6,-1,9
N/C(=N\OC(=O)COc1ccc([N+](=O)[O-])cc1)c1cccnc1,-2,4,-18,-1,-17,-8,5,-15,2,12,6
CCc1c(C)nc2cc(-c3ccc(OC)cc3)[nH]n2c1=O,-4,27,-45,-6,15,10,-63,-41,-292,-32,-168
Cc1cc(OCC(=O)N2CCOCC2)ccc1NC(=O)C1CCCCC1,-11,-8,24,-1,4,-8,-15,-7,2,-3,4
CC(=O)c1ccc(NC(=O)CCOc2cc(C)ccc2C)cc1,-11,7,-29,-2,-58,0,-38,-32,-157,-49,-249
COc1ccc(CC(=O)Nc2ccc(C(N)=O)cc2)cc1,-9,-7,9,-3,15,12,-19,1,-14,-2,18
O=C(NCC(c1ccco1)N1CCCCC1)c1ccc(OCc2ccccc2)cc1 (stereo unspecified),-8,2,-3,-1,-2,9,-23,-7,4,4,8
CCn1ncc(N2CCOCC2)c(Cl)c1=O,5,-15,-29,-1,12,-2,-7,10,-12,x,-4
Cc1ccccc1N=C1c2ccccc2C(=O)C1[N+](=O)[O-] (stereo unspecified),6,-5,15,-4,10,-2,8,-23,14,7,21
Cc1cc(N)nc2nc(C(F)(F)F)nn12,4,-2,0,4,13,-4,3,-9,9,4,7
COc1cc(N=Cc2c(CO)cnc(C)c2O)cc(OC)c1OC,-6,-12,14,0,-14,0,-24,10,18,7,18
COc1ccc(/C=N/NC(=O)/C(=C/c2ccccc2)CCO)cc1,-3,-12,-83,4,-2,-12,-11,-16,1,-2,-8
CN1CCN(CCCCC(=O)c2ccccc2)CC1,-2,-9,-14,0,-16,-7,3,-36,-10,16,8
CC(C)(C)c1ccc(C(=O)NC(=O)COC(=O)c2ccc(Br)o2)cc1,7,7,4,x,-8,-11,-15,19,-6,-5,-16
O=C(Nc1nnc(CCc2ccccc2)s1)c1ccco1,14,1,-36,11,-21,-10,-54,-12,-59,-16,-126
CCCCN(C1CCS(=O)(=O)C1)S(=O)(=O)c1ccc(OC)c(OC)c1 (stereo unspecified),-15,-8,-7,2,-4,25,-32,13,-36,-10,20
CCOC(=O)c1ccc(NS(=O)(=O)c2cc(-c3nnnn3CC)ccc2OC)cc1,-5,-10,7,0,4,5,-27,5,-1,0,9
COc1cccc(NC(=O)c2ccccc2-c2ccccc2C(=O)O)c1,-19,12,14,-1,-17,15,-9,-6,6,24,8

A stretch from further up:
Structure,KKLEB tox,C8 TRAIL sens,TROY signal inh,NR2E3 ag-1,TWEAK Fn14 block,CF NFkB block,NR2E3 ag-2,Shn3 inh set2,Peg3 prom inh,TRPM1 prom inh,HIF-2a inh
CC(=O)c1ccc(NC(=O)CCOc2cc(C)ccc2C)cc1,-11,7,-29,-2,-58,0,-38,-32,-157,-49,-249
COc1ccc(CC(=O)Nc2ccc(C(N)=O)cc2)cc1,-9,-7,9,-3,15,12,-19,1,-14,-2,18
O=C(NCC(c1ccco1)N1CCCCC1)c1ccc(OCc2ccccc2)cc1 (stereo unspecified),-8,2,-3,-1,-2,9,-23,-7,4,4,8
CCn1ncc(N2CCOCC2)c(Cl)c1=O,5,-15,-29,-1,12,-2,-7,10,-12,x,-4
Cc1ccccc1N=C1c2ccccc2C(=O)C1[N+](=O)[O-] (stereo unspecified),6,-5,15,-4,10,-2,8,-23,14,7,21
Cc1cc(N)nc2nc(C(F)(F)F)nn12,4,-2,0,4,13,-4,3,-9,9,4,7
COc1cc(N=Cc2c(CO)cnc(C)c2O)cc(OC)c1OC,-6,-12,14,0,-14,0,-24,10,18,7,18
COc1ccc(/C=N/NC(=O)/C(=C/c2ccccc2)CCO)cc1,-3,-12,-83,4,-2,-12,-11,-16,1,-2,-8

Remaining list, next part:
canonical_smiles	KKLEB tox	C8 TRAIL sens	TROY signal inh	NR2E3 ag-1	TWEAK Fn14 block	CF NFkB block	NR2E3 ag-2	Shn3 inh set2	Peg3 prom inh	TRPM1 prom inh	HIF-2a inh
COCCNCC(=O)Nc1nc(C)cs1	-7	-7	4	x	2	-1	18	-5	16	-6	3
Cc1cccc(N(C)S(=O)(=O)c2csc(C(N)=O)c2)c1	-7	-18	3	-5	16	10	-13	1	11	-12	19
COc1ccc(O)c(C=Nc2cc(C)on2)c1	2	0	4	-8	-14	7	-8	11	6	9	-4
COc1ccc(C2C(C(=O)NCc3ccco3)CCC(=O)N2c2ccc(OC)cc2)cc1 (stereo unspecified)	4	-24	-18	-1	1	-3	5	0	19	-2	11
CCn1c(-c2cc(-c3ccc(C)cc3)nc3ccccc23)n[nH]c1=S	-7	6	-32	-4	-14	3	0	-28	-54	-16	-56
COc1ccc2oc(=O)c(C(=O)NCc3ccc(F)cc3)cc2c1	6	8	12	3	1	10	10	12	-11	-2	10
O=[N+]([O-])c1cc(Br)ccc1NS(=O)(=O)c1ccccc1	-7	-10	16	x	22	14	33	19	35	14	17
Cc1oc2ccc(OCc3ccc(F)cc3Cl)cc2c1C(=O)O	3	-9	-14	1	-2	-1	12	13	0	-15	15
CCOC(=O)C(Cc1c(F)cccc1Cl)c1ccnc2nc(N)nn12 (stereo unspecified)	4	-2	-5	0	-2	15	3	12	6	3	19
COc1cccc(/C=N/NC(=O)C(=O)NCc2ccco2)c1OC	-6	-11	-11	0	-18	-7	-13	-3	4	9	-3
Cc1c(NC(=O)c2cc(-c3ccc(F)cc3)nc3ccccc23)c(=O)n(-c2ccccc2)n1C	-7	3	6	x	22	-5	12	11	34	-10	-9
C=CCn1c(SCC(=O)Nc2cc(C)ccc2C)nnc1-c1cnccn1	2	-3	7	-1	13	-5	-22	7	13	-1	23
COc1ccc(C(=O)NCCn2ccc3ccccc32)c(OC)c1	-1	-17	-23	1	30	4	-125	-40	-177	-49	-208
CCCC1Cc2c(sc3ncnc(N)c23)CO1 (stereo unspecified)	2	2	6	-2	-5	3	1	12	16	2	12
CCOC1=C2[C@@H](CN(S(=O)(=O)c3ccc(C)cc3)[C@H]2c2ccccc2Cl)[C@H]2C(=O)N(C(C)(C)C)C(=O)[C@H]2C1	20	1	8	x	24	6	-11	19	-4	x	-7
Cc1nc(C)c(-c2csc(NCc3ccccc3)n2)s1	-4	-3	-12	-1	-3	-7	-21	-14	-64	-11	-100
COc1ccc(CC(NC(C)=O)C(=O)NC2CCN(C(=O)c3ccc(Cl)cc3)CC2)cc1 (stereo unspecified)	1	-8	-4	x	-13	-2	22	7	-4	-7	11
Cc1ccc(S(=O)(=O)N2CCN(c3nccnc3C#N)CC2)cc1	-4	1	-11	3	-11	0	17	4	13	0	11
CCN(c1ccc(NC(=O)COC(=O)c2cccs2)cc1)C(C)C	6	-3	-20	3	-7	-2	-6	5	-17	0	-24

Screening results: PubChem BioAssay, several laboratories

The list is partial (hit frequency here may not be typical).
